Screening data deposited in PubChem by National Center for Advancing Translational Sciences (NCATS).
GALK inhibitor: inhibitors of human galactokinase (GALK); P51570; recombinant GALK, Kinase-Glo ATP luminescence, 1 h; Potency, µM (titrated, usually from 57.5 µM), without a hit: top-dose activity, negative = inhibition, usual class: inhibitors; 44,000 tested, under 10 active;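 further: plate controls were full GALK reaction for no effect and reaction lacking GALK for full effect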
Target sequence (P51570 whole entry, looked up): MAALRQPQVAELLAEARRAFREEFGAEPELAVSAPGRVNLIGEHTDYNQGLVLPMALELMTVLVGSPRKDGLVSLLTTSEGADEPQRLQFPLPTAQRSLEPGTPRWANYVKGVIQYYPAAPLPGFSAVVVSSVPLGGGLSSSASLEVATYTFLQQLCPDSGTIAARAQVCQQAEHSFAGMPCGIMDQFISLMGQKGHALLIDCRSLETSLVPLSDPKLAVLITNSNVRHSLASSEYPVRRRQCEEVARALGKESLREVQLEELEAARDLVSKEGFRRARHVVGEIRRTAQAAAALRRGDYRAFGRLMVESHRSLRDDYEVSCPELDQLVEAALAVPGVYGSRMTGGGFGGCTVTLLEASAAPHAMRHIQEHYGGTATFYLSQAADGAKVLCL
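Reactions with and without enzyme served as controls. GALK at 5 nM phosphorylates 100 uM galactose using 35 uM ATP (HEPES pH 8.0, Mg2+) for 1 h at RT, with luminescence read 10 min after adding Kinase-Glo Plus.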
p53null 32C tox: kills p53 null cells at the permissive temperature | Potency, µM (highest dose often 46.1 µM), inactives show at the highest dose activity change, negative = cytotoxicity, usual class: cytotoxic | 0.62% of 55,000 active | AID 903 | H1299-neo p53 null cells, ATP luminescence, 24 h, 32C;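 further: potency means the concentration at half of the fitted maximal effect; 0% = DMSO only and -100% = full killing by 100 µM tamoxifen; nearly all actives have a fitted effect of over 55% in size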
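Cytotoxicity: H1299-neo (no p53), 32C, 24 h treatment. Concentrations up to 46 uM. Readout cellular ATP, luminescence. Normalization to DMSO basal and tamoxifen 100 uM maximal kill.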
B2AR arrestin ag: beta-arrestin recruitment by human beta2-adrenergic receptor ligands; Potency, µM (top dose mostly 46.1 µM), without a hit: at the top dose activation, usual class: activators; 44,000 tested, under 10 active; HTLA Tango cells, beta-arrestin recruitment, luciferase luminescence, 18 h;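 further: potency means the concentration at half of the fitted maximal effect; 0% = DMSO and full agonism = EC100 isoproterenol or metaproterenol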
Target sequence (P07550 whole entry, looked up): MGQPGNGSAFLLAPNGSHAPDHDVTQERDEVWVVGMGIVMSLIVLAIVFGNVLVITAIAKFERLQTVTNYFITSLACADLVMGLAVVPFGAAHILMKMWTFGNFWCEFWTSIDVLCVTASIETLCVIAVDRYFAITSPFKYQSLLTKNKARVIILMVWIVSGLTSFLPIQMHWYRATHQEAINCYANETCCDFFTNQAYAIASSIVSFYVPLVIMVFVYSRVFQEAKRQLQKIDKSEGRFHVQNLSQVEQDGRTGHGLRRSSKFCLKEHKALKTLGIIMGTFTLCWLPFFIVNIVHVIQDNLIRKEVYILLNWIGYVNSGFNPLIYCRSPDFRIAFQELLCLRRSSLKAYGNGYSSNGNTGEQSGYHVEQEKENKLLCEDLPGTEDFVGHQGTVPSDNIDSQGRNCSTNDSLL
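Luminescence read-out: arrestin recruitment to recombinant beta2-AR releases tTA, inducing luciferase. Cells exposed 18 hr at 37 degrees C to up to 46 microM compound; %Activity from corrected signal, concentration-response curves classified by r2, magnitude and efficacy.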
FH mod: Identification of activators of human fumarate hydratase by quantitative high-throughput screening. Fumarate hydratase, mitochondrial (Homo sapiens), P07954. FH coupled MDH/diaphorase resazurin fluorescence, 15 min. Potency, µM (series often up to 79.9 µM), for the others: top-dose activity change, negative = inhibition, hits mostly inhibitors. 0.22% of 54,000 active. AID 1347055, 2019; further: potency means the concentration at half of the fitted maximal effect; on the % scale 0 is the no-effect control and ±100 the full control effect; the screen sought activators but most active calls are inhibition curves; nearly all actives have a fitted effect of over 45% in size
p53null 39C kill: kills p53 null cells at the nonpermissive temperature. H1299 p53-null (neo) cells, 39C, ATPlite viability, 24 h. Potency, µM (titrated, usually from 46.1 µM), without a hit: at the top dose activity, negative = cell killing, most hits filed as cytotoxic. 0.97% of 55,000 active. AID 904;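 further: potency means the concentration at half of the fitted maximal effect; 0% = DMSO only and -100% = full killing by 100 µM tamoxifen; nearly all actives have a fitted effect of over 50% in size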
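Temperature-shift cytotoxicity format: compound titrations on p53-null or A138V-expressing H1299 cells held 24 hr at 39C, cell ATP then measured, AC50 from Hill model.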
TSG101-PTAP inh: blocks PTAP binding to human TSG101, validation | 44,000 tested, under 10 active | Q99816 | Fluorescence polarization, FITC-PTAP peptide/Tsg101, 20 min | Potency, µM (titrated, usually from 115 µM), inactives show top-dose activity change, negative = inhibition, usual class: inhibitors | AID 1347069; further: potency means the concentration at half of the fitted maximal effect; 0% is about no effect
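Compounds pinned into 10 uM Tsg101 binding domain, then 50 nM FITC-PTAP peptide added in pH 7.5 HEPES buffer; FP read after 20 min, room temperature. Total S+P intensity flags fluorescent compounds; active cut-off <25 µM, efficacy <60%.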
NTMT1 inhibitor: blocks human N-terminal methyltransferase 1 activity | Potency, µM (series often up to 114 µM), inactives show at the top dose activity change, negative = inhibition, hits mostly inhibitors | NTMT1 MTase-Glo SAH luminescence, purified enzyme | Q9BV86 | 2.5% of 59,000 active;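 further: potency means the concentration at half of the fitted maximal effect; plate controls were DMSO vehicle for no effect and no enzyme for full effect; nearly all actives have a fitted effect of over 65% in size; many of its hits are not listed in these tables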
Target sequence (Q9BV86 whole entry, looked up): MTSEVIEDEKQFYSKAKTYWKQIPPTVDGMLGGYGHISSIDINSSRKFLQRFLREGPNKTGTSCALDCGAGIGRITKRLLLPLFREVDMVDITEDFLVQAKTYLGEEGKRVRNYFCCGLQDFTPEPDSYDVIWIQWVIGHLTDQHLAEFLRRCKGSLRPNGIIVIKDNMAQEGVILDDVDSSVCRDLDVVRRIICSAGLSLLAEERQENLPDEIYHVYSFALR
Active calls of the source: *. The call rests on the fitted dose curve; in most records, active means well fitted curve in the direction sought with a large enough effect; inconclusive means small, poorly fitted or top-dose-only effect, or another doubt; inactive means no such curve, though single readings can be large; an effect the other way counts as inactive or inconclusive. An excerpt; rates above refer to the full screens.

How did Cc1cc(C)cc(OCC(=O)NCC(c2ccc(Cl)cc2)N2CCCCC2)c1 (stereo not drawn) do in these assays?
GALK inhibitor: -8%; p53null 32C tox: -11%; B2AR arrestin ag: -4%; FH mod: -22%; p53null 39C kill: inconclusive; TSG101-PTAP inh: -13%; NTMT1 inhibitor: -1%

How did Cc1ccccc1OCCSc1nnc(-c2cccs2)o1 do in these assays?
GALK inhibitor: 3%; p53null 32C tox: -4%; B2AR arrestin ag: -5%; FH mod: inconclusive; p53null 39C kill: -8%; TSG101-PTAP inh: -5%; NTMT1 inhibitor: 9%

How did COc1cccc(NC(=O)Cn2c(=O)n(-c3ccccc3)c(=O)c3c2c2cc(OC)ccc2n3C)c1 do in these assays?
GALK inhibitor: 0%; p53null 32C tox: 6%; B2AR arrestin ag: 0%; FH mod: 2%; p53null 39C kill: 10%; TSG101-PTAP inh: 0%; NTMT1 inhibitor: inconclusive

How did COc1cccc(-n2ccnc2SCC(=O)Nc2ccc(Cl)c(Cl)c2)c1 do in these assays?
GALK inhibitor: 0%; p53null 32C tox: 6%; B2AR arrestin ag: -1%; FH mod: -5%; p53null 39C kill: 0%; TSG101-PTAP inh: -7%; NTMT1 inhibitor: 6%

What do the screens show for `COc1ccc2c(c1)NC(c1ccc(Cl)cc1)=NC(c1cccs1)=N2`?
GALK inhibitor: 1%; p53null 32C tox: 6%; B2AR arrestin ag: -2%; FH mod: -3%; p53null 39C kill: 6%; TSG101-PTAP inh: -2%; NTMT1 inhibitor: -6%

Results for CSc1ccc(-c2nc3ncccn3c2Nc2ccc(C)c(C)c2)cc1 ?
GALK inhibitor: -1%; p53null 32C tox: 9%; B2AR arrestin ag: -2%; FH mod: inconclusive; p53null 39C kill: -20%; TSG101-PTAP inh: -1%; NTMT1 inhibitor: -7%

How did CC1CCc2c(sc(NC(=O)c3cc(-c4ccc(F)cc4)on3)c2C(N)=O)C1 (stereo not drawn) do in these assays?
GALK inhibitor: 2%; p53null 32C tox: 0%; B2AR arrestin ag: -2%; FH mod: 5%; p53null 39C kill: inconclusive; TSG101-PTAP inh: 1%; NTMT1 inhibitor: 9%

What do the screens show for `COc1cccc(-n2c(SCC(N)=O)nc3c(oc4ccccc43)c2=O)c1`?
GALK inhibitor: -2%; p53null 32C tox: 12%; B2AR arrestin ag: 1%; FH mod: -14%; p53null 39C kill: -1%; TSG101-PTAP inh: -6%; NTMT1 inhibitor: 5%

What do the screens show for `CN1C(=O)C2(c3ccccc31)N(c1ccc(F)c(Cl)c1)C(=O)CS2(=O)=O` (stereo not drawn)?
GALK inhibitor: 2%; p53null 32C tox: -2%; B2AR arrestin ag: 1%; FH mod: -6%; p53null 39C kill: -21%; TSG101-PTAP inh: -3%; NTMT1 inhibitor: inconclusive

How did Cc1ccc(S(=O)(=O)C(CNC(=O)c2c(F)cccc2F)c2ccco2)cc1 (stereo not drawn) do in these assays?
GALK inhibitor: 3%; p53null 32C tox: -11%; B2AR arrestin ag: -2%; FH mod: 2%; p53null 39C kill: 16%; TSG101-PTAP inh: -2%; NTMT1 inhibitor: 16%

Next section (two carried over from the part before).
What do the screens show for `CN1C(=O)C2(c3ccccc31)N(c1ccc(F)c(Cl)c1)C(=O)CS2(=O)=O` (stereo not drawn)?
GALK inhibitor: 2%; p53null 32C tox: -2%; B2AR arrestin ag: 1%; FH mod: -6%; p53null 39C kill: -21%; TSG101-PTAP inh: -3%; NTMT1 inhibitor: inconclusive

How did Cc1ccc(S(=O)(=O)C(CNC(=O)c2c(F)cccc2F)c2ccco2)cc1 (stereo not drawn) do in these assays?
GALK inhibitor: 3%; p53null 32C tox: -11%; B2AR arrestin ag: -2%; FH mod: 2%; p53null 39C kill: 16%; TSG101-PTAP inh: -2%; NTMT1 inhibitor: 16%

What do the screens show for `CCOc1ccc(CCNS(=O)(=O)c2c(C)nc3scc(C)n3c2=O)cc1OCC`?
GALK inhibitor: -6%; p53null 32C tox: -6%; B2AR arrestin ag: 0%; FH mod: -2%; p53null 39C kill: -17%; TSG101-PTAP inh: -6%; NTMT1 inhibitor: 13%

What do the screens show for `CCOC(=O)CSc1nc2ccccc2c(=O)n1-c1ccc(C(=O)NCCOC)cc1`?
GALK inhibitor: 2%; p53null 32C tox: 0%; B2AR arrestin ag: -1%; FH mod: -2%; p53null 39C kill: 10%; TSG101-PTAP inh: -1%; NTMT1 inhibitor: -2%

How did CCOC(=O)Cc1c(C)nc2c(-c3ccc(OC)c(OC)c3)c(C)nn2c1C do in these assays?
GALK inhibitor: 1%; p53null 32C tox: 5%; B2AR arrestin ag: 1%; FH mod: 6%; p53null 39C kill: inconclusive; TSG101-PTAP inh: -1%; NTMT1 inhibitor: -2%

Results for Cc1ccc(-n2ccnc(NCCc3ccc(S(N)(=O)=O)cc3)c2=O)cc1C ?
GALK inhibitor: -4%; p53null 32C tox: -7%; B2AR arrestin ag: 2%; FH mod: 8%; p53null 39C kill: -2%; TSG101-PTAP inh: -8%; NTMT1 inhibitor: -6%

How did COc1cccc(-c2ccc3c(N)c(C(=O)Nc4cc(C(F)(F)F)ccc4OC)sc3n2)c1 do in these assays?
GALK inhibitor: 2%; p53null 32C tox: 3%; B2AR arrestin ag: -2%; FH mod: -9%; p53null 39C kill: -14%; TSG101-PTAP inh: -5%; NTMT1 inhibitor: 4%

What do the screens show for `O=C(CCCN1C(=O)c2cccnc2Oc2ccc(Cl)cc21)NCc1ccc(F)cc1`?
GALK inhibitor: 3%; p53null 32C tox: -12%; B2AR arrestin ag: 1%; FH mod: 2%; p53null 39C kill: -23%; TSG101-PTAP inh: 2%; NTMT1 inhibitor: 4%

How did COc1ccc(S(=O)(=O)NCCSc2nnnn2-c2ccccc2)cc1 do in these assays?
GALK inhibitor: 9%; p53null 32C tox: -14%; B2AR arrestin ag: 1%; FH mod: -23%; p53null 39C kill: -5%; TSG101-PTAP inh: -7%; NTMT1 inhibitor: -5%

What do the screens show for `CCOC(=O)c1c(N)n(-c2cccc(C)c2C)c2nc3ccccc3nc12`?
GALK inhibitor: -2%; p53null 32C tox: 1%; B2AR arrestin ag: 0%; p53null 39C kill: -9%; TSG101-PTAP inh: -5%

What do the screens show for `Cc1cccc(CC(=O)N2CC(=O)Nc3ccc(F)cc3C2c2ccccc2)c1` (stereo not drawn)?
GALK inhibitor: -5%; p53null 32C tox: 3%; B2AR arrestin ag: 1%; FH mod: -14%; p53null 39C kill: 20%; TSG101-PTAP inh: 2%; NTMT1 inhibitor: 2%

What do the screens show for `Cc1ccc(CNC(=O)C2CCN(C(=O)c3ccc(-n4ccc5ccccc54)s3)CC2)cc1`?
GALK inhibitor: 4%; p53null 32C tox: -15%; B2AR arrestin ag: 0%; FH mod: -1%; p53null 39C kill: -22%; TSG101-PTAP inh: 2%; NTMT1 inhibitor: -1%

The closing 3 records of the section above lead into the next.
What do the screens show for `CCOC(=O)c1c(N)n(-c2cccc(C)c2C)c2nc3ccccc3nc12`?
GALK inhibitor: -2%; p53null 32C tox: 1%; B2AR arrestin ag: 0%; p53null 39C kill: -9%; TSG101-PTAP inh: -5%

What do the screens show for `Cc1cccc(CC(=O)N2CC(=O)Nc3ccc(F)cc3C2c2ccccc2)c1` (stereo not drawn)?
GALK inhibitor: -5%; p53null 32C tox: 3%; B2AR arrestin ag: 1%; FH mod: -14%; p53null 39C kill: 20%; TSG101-PTAP inh: 2%; NTMT1 inhibitor: 2%

What do the screens show for `Cc1ccc(CNC(=O)C2CCN(C(=O)c3ccc(-n4ccc5ccccc54)s3)CC2)cc1`?
GALK inhibitor: 4%; p53null 32C tox: -15%; B2AR arrestin ag: 0%; FH mod: -1%; p53null 39C kill: -22%; TSG101-PTAP inh: 2%; NTMT1 inhibitor: -1%

How did O=C(NCc1ccccc1)c1nn(-c2ccccc2)nc1CO do in these assays?
GALK inhibitor: 4%; p53null 32C tox: 7%; B2AR arrestin ag: -2%; FH mod: -11%; p53null 39C kill: -17%; TSG101-PTAP inh: 2%; NTMT1 inhibitor: 5%

How did COC(=O)c1ccc(NC(=O)C2CCN(c3ncnc4c3nc3n4CCCCC3)CC2)cc1 do in these assays?
GALK inhibitor: 0%; p53null 32C tox: -13%; B2AR arrestin ag: 0%; FH mod: 5%; p53null 39C kill: 2%; TSG101-PTAP inh: 3%; NTMT1 inhibitor: 7%

Results for CCOc1ccccc1N1CC(c2nc3ccccc3n2CCCOc2ccc(OC)cc2)CC1=O (stereo not drawn) ?
GALK inhibitor: -1%; p53null 32C tox: -16%; B2AR arrestin ag: -3%; FH mod: -13%; p53null 39C kill: inconclusive; TSG101-PTAP inh: -2%; NTMT1 inhibitor: 0%

What do the screens show for `Cc1ccc2onc(CC(=O)Nc3cc(F)ccc3F)c2c1`?
GALK inhibitor: 1%; p53null 32C tox: -4%; B2AR arrestin ag: 2%; FH mod: -1%; p53null 39C kill: -8%; TSG101-PTAP inh: 0%; NTMT1 inhibitor: 24%

How did Cc1cccc(-n2cnc3cc(C(=O)NCc4ccccc4Cl)ccc32)c1 do in these assays?
GALK inhibitor: -2%; p53null 32C tox: 3%; B2AR arrestin ag: 2%; FH mod: -21%; p53null 39C kill: -1%; TSG101-PTAP inh: -4%; NTMT1 inhibitor: -3%

What do the screens show for `O=C1CC(c2nnc(Cc3ccccc3Cl)o2)CN1c1ccccc1` (stereo not drawn)?
GALK inhibitor: 2%; p53null 32C tox: -3%; B2AR arrestin ag: -2%; FH mod: 9%; p53null 39C kill: -5%; TSG101-PTAP inh: -3%; NTMT1 inhibitor: 5%

How did COc1ccc(Nc2ncnc3scc(-c4ccc(F)cc4)c23)cc1 do in these assays?
GALK inhibitor: -4%; p53null 32C tox: -3%; B2AR arrestin ag: 1%; FH mod: -4%; p53null 39C kill: 8%; TSG101-PTAP inh: 2%; NTMT1 inhibitor: inconclusive

How did COC(=O)c1ccccc1NC(=O)Cn1c(=O)n(CCCCC(=O)NCc2ccc3c(c2)OCO3)c(=O)c2ccccc21 do in these assays?
GALK inhibitor: -1%; p53null 32C tox: 12%; B2AR arrestin ag: 1%; FH mod: -4%; p53null 39C kill: -12%; TSG101-PTAP inh: -2%; NTMT1 inhibitor: -11%

How did COc1ccccc1Nc1nn2c(=O)c3ccc(C(=O)NCc4cccs4)cc3nc2s1 do in these assays?
GALK inhibitor: -3%; p53null 32C tox: 10µM*; B2AR arrestin ag: -3%; FH mod: 0%; p53null 39C kill: inconclusive; TSG101-PTAP inh: 2%; NTMT1 inhibitor: inconclusive

What do the screens show for `Cc1ccc(NC(=O)CSc2ncnc3c2sc2ccccc23)cc1C`?
GALK inhibitor: 0%; p53null 32C tox: -4%; B2AR arrestin ag: 2%; FH mod: -7%; p53null 39C kill: -3%; TSG101-PTAP inh: -1%; NTMT1 inhibitor: 9%

How did Cc1ccc(NS(=O)(=O)c2ccc3c(c2)NC(=O)CCS3)cc1F do in these assays?
GALK inhibitor: -2%; p53null 32C tox: -8%; B2AR arrestin ag: 1%; FH mod: -31%; p53null 39C kill: -6%; TSG101-PTAP inh: -5%; NTMT1 inhibitor: -2%
